ALOX12 inh: Primary qHTS assay for inhibitors of human arachidonate 12S-lipoxygenase (ALOX12): Round 2. Polyunsaturated fatty acid lipoxygenase ALOX12 (Homo sapiens), P18054. purified 12hLO, xylenol orange hydroperoxide absorbance. Potency, µM (series often up to 108 µM), without a hit: top-dose activity change, negative = inhibition, most hits filed as inhibitors. hit rate 1.1% among 580,000. AID 1671190, 2021; note: potency is the fitted concentration of half-maximal effect; % is set by controls: 0 for no effect and ±100 for the full control effect
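Purified human 12hLO (150 nM final) in 25 mM Hepes, 0.01% Triton X-100, pH 7.0 was preincubated 15 min at room temperature with compound. Then 40 uM arachidonic acid was added, 30 min. Hydroperoxide was read by Fe-XO absorbance ratio 573/405 nm.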
POLK inh: qHTS for Inhibitors of Polymerase Kappa; purified Pol kappa, fluorescent DNA synthesis assay, 10 min; AID 588579, 2011; Potency, µM (top dose mostly 107 µM), for inactives: at the top dose activity, negative = inhibition, hits mostly inhibitors; hit rate 0.53% among 400,000; note: potency is the fitted concentration of half-maximal effect; % is set by controls: 0 for no effect and ±100 for the full control effect
Target sequence (Q9UBT6 whole entry, looked up): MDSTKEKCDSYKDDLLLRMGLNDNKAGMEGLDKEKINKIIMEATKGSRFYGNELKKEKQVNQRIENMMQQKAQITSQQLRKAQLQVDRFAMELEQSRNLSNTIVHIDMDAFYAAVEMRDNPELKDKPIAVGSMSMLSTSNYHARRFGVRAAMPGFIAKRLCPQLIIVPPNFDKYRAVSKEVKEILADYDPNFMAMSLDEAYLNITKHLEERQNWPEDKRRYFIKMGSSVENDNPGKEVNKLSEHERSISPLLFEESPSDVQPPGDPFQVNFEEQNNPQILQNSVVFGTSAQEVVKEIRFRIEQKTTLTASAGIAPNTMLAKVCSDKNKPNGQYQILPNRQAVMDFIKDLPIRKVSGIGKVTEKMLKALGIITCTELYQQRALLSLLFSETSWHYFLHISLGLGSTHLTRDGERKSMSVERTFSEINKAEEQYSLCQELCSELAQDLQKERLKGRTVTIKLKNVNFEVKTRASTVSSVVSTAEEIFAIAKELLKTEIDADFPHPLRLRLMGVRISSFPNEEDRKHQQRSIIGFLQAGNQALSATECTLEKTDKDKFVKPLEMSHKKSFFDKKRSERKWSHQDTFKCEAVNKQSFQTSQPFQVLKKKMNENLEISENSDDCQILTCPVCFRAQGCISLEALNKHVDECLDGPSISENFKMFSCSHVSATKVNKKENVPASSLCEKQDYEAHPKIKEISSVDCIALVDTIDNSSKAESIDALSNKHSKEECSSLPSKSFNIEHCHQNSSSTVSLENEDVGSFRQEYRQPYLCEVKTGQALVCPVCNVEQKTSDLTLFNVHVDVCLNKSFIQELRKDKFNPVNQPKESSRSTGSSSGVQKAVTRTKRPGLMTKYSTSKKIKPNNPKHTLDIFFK
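Kinetic fluorescence readout at 0 and 10 min followed reaction start with substrate at 50 nM final. Beforehand, enzyme (10 nM Pol kappa) stood 15 min with compound at room temperature; buffer-only wells were negative controls.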
APE1 inh: qHTS Assay for Inhibitors of the Human Apurinic/apyrimidinic Endonuclease 1 (APE1) | DNA repair nuclease/redox regulator APEX1 (Homo sapiens), P27695 | recombinant APE1, TAMRA/BHQ-2 abasic DNA cleavage fluorescence | Potency, µM (doses to about 65.8 µM), for the others: at the top dose activity change, negative = inhibition, actives largely listed as inhibitors | hit rate 0.35% among 350,000;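 note: potency is the fitted concentration of half-maximal effect; plate controls were vehicle for no effect and reference inhibitor for full effect; nearly all actives have a fitted effect of over 55% in size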
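Measures dequenching upon AP-site incision of a 5'-TAMRA/3'-BHQ-2 THF-containing duplex, 50 nM; human APE1 0.75 nM after 15 min room-temperature exposure to compound; kinetic three-point read at one-minute spacing.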
Pol beta inh: qHTS Assay for Inhibitors of DNA Polymerase Beta; Pol beta primer extension/strand displacement, fluorescence kinetic; Potency, µM (doses to about 114 µM), inactives show top-dose activity change, negative = inhibition, most hits filed as inhibitors; hit rate 1.3% among 340,000; AID 485314, 2010; note: potency is the fitted concentration of half-maximal effect; % is set by controls: 0 for no effect and ±100 for the full control effect
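Homogeneous kinetic assay of primer extension and strand displacement by 10 nM Pol beta, preincubated 15 min at room temperature with compound before 50 nM substrate (final) was added. Read at 0 and 10 min; four-parameter Hill fit.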
Apoferritin bind: qHTS Assay for Identification of Novel General Anesthetics; Ferritin light chain (Equus caballus), P02791; apoferritin/1-aminoanthracene competitive binding, fluorescence; Potency, µM (titrated, usually from 77.5 µM), for inactives: top-dose activity change, negative = displacement, actives largely listed as inhibitors; hit rate 0.074% among 350,000; AID 485281, 2010; note: potency is the fitted concentration of half-maximal effect; % is set by controls: 0 for no effect and ±100 for the full control effect; nearly all actives have a fitted effect of over 20% in size
Target sequence (P02791 2-175 limits assumed): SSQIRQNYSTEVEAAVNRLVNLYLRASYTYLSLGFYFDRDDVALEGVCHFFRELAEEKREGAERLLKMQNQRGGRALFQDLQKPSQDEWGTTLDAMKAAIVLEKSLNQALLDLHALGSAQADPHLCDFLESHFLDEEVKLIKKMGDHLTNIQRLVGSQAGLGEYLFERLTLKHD
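Apoferritin-based anesthetic binding model; compound displacement of fluorescent 1-AMA measured as endpoint fluorescence after 10 minutes at room temperature, scaled to free-ligand and complex controls.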
POLH inh: qHTS for Inhibitors of Polymerase Eta | Potency, µM (titrated, usually from 114 µM), without a hit: at the top dose activity change, negative = inhibition, usual class: inhibitors | hit rate 1.2% among 390,000 | AID 588591, 2011 | recombinant Pol eta, fluorescent DNA replication assay | DNA polymerase eta (Homo sapiens), Q9Y253; note: potency is the fitted concentration of half-maximal effect; % is set by controls: 0 for no effect and ±100 for the full control effect
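Fluorescent replication assay: 50 nM final substrate added after a 15 min room-temperature compound preincubation with 10 nM enzyme. Signal taken at 0 min and again at 10 min.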
RGS4 inhibitor: Inhibitors of Regulator of G Protein Signaling (RGS) 4: qHTS | Transcreener GDP fluorescence polarization, RGS4-accelerated GTP hydrolysis | Regulator of G-protein signaling 4 (Homo sapiens), P49798 | hit rate 0.039% among 390,000 | Potency, µM (titrated, usually from 114 µM), inactives show at the highest dose activity change, negative = inhibition, actives largely listed as inhibitors; note: potency is the fitted concentration of half-maximal effect; % is set by controls: 0 for no effect and ±100 for the full control effect; nearly all actives have a fitted effect of over 75% in size; some results filed as inactive show a strong effect at the top dose
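MLSMR compounds (23 nl, pin-transferred) preincubated 10 min at room temperature with a 500nM (2x) first reagent, then RGS4 at 900nM (2x) plus Transcreener GDP mix added; fluorescence polarization (620/688 nm) read before and after 90 min at 30 °C.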
ERG Ets-DNA blk: qHTS for Small Molecule Inhibitors of the ERG Ets/DNA interaction. Transcriptional regulator ERG (Homo sapiens), P11308. Potency, µM (highest dose often 76.9 µM), inactives show at the highest dose FP activity, negative = inhibition, actives largely listed as inhibitors. hit rate 0.028% among 370,000. fluorescence polarization, His-ERG Ets domain / labelled DNA; active = well fitted inhibition curve with a large enough effect in the polarisation, with a control signal flat; inconclusive = small, poorly fitted or top-dose-only effect, or effect the other way, or a change in a side signal; inactive = no such curve, though single readings can be large or run the other way; the % refers to the polarisation;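 note: polarization taken with two DNA probes labelled with fluorescein and Texas red; potency is the fitted concentration of half-maximal effect; % of control where 0% means no effect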
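His-tagged ERG Ets domain (1 uM in the protein solution; 300mM KCl, 50mM Tris-HCl, 1mM EDTA, 1mM DTT, pH 7.5) received compound, then a probe mix of 5 nM fluorescein-DNA and 100nM Texas-615-DNA. Fluorescence polarization was read for both dyes.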
LDHA inh: qHTS assay for inhibitors of human lactate dehydrogenase; L-lactate dehydrogenase A chain (Homo sapiens), P00338; purified LDHA, NADH/diaphorase-resazurin fluorescence; hits give low values; activity change, % (values are at about 110 or 230 µM); hit rate 0.15% among 480,000; AID 1347041, 2019; in the data active = activity change below about -30%; inconclusive = mostly about -25% to -30%;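 note: plate controls were DMSO wells for no effect and wells without enzyme for full effect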
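Resorufin fluorescence (ex540/em590), read at 0 and 20 min after diaphorase/resazurin addition, reports the NADH left after a 5 min room-temperature reaction of 2 nM human LDH5 with 0.06 mM NADH and 0.2 mM pyruvate.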
* = called active by the depositor; ? = inconclusive; / = no result given; & = joins results of further samples; [ ] = another dose, or the depositor's remark. Unless noted, calls come from the whole dose curve; as a rule, active = well fitted curve in the direction sought with a large enough effect; inconclusive = small, poorly fitted or top-dose-only effect, or another doubt; inactive = no such curve, though single readings can be large; an effect the other way counts as inactive or inconclusive. This is a subset; the hit share may differ from the screen's.

SMILES	ALOX12 inh	POLK inh	APE1 inh	Pol beta inh	Apoferritin bind	POLH inh	RGS4 inhibitor	ERG Ets-DNA blk	LDHA inh
CCOc1ccccc1OCC(=O)OCC(=O)NNC(=O)c1ccc([N+](=O)[O-])cc1	-2%	-10%	7%	?	-13%	-19%	-28%	6%	0
S=C(NN=C(C1CC1)C1CC1)Nc1ccccc1	?	-2%	1%	0%	-3%	-9%	0%	-4%	-6
Cc1c(Br)c(C(F)(F)F)nn1CC(=O)NCc1ccco1	?	-1%	-1%	4%	?	-2%	-40%	-2%	-1
CCCN(c1ccccc1CC)S(=O)(=O)c1ccc2c(c1)CC(C)N2C(=O)C1CC1 (stereo not given)	-14%	-11%	/	2%	107%[activator]	/	21%	-3%	2
COC(=O)C1=C(C(=O)OC)C(c2cc(Cl)ccc2O)c2sc(=O)[nH]c2S1 (stereo not given)	/	6%	-2%	31%[activator]	-18%	8%	?	26%	5
COc1ccc(C(CNC(=O)CCNS(=O)(=O)c2ccc(Br)cc2)N2CCCC2)cc1 (stereo not given)	?	-10%	-17%	/	/	-10%	14%	-3%	0
C/C(Cc1nnn(-c2cc(C)on2)n1)=N\O	104%[activator]	-18%	?	39%	3%	5%	33%	3%	-9
COC(=O)c1ccc2c(c1)N(Cc1ccc(Cl)cc1)C(=O)c1ccccc1S2	-20%	-3%[60.1 µM]	/	-3%	5%	-16%	2%	2%	-3
C=C(C)c1cccc(C(C)(C)NC(=O)Nc2cccnc2)c1	17%	-6%	0%	?	-4%	-6%	32%	10%	0
COc1ccc(/C=N/NC(=O)CN(C2=NS(=O)(=O)c3ccccc32)c2ccccc2)cc1	16%	-10%	14%	-16%	-1%	-7%	-4%	-3%	-10
COc1ccc2c(c1)c1c(c(=O)n(CCc3ccccc3)c(=O)n1Cc1cccc(F)c1)n2C	0%	15%	/	21%	-2%	-10%	-5%	-1%	3
Cc1ccc(-n2nc(C(=O)N3CCN(c4cc(Cl)ccc4C)CC3)c(=O)n(C)c2=O)cc1	-29%	-6%[60.1 µM]	/	2%	32%[activator]	-19%	1%	0%	2
COc1cccc(CNc2cccc3cccnc23)c1O	?	-11%	-3%	13%	7%	-17%	-43%	-3%	18
C/C(=N/NS(=O)(=O)c1ccc(C)cc1)c1c[nH]c2ccccc12	283%[activator]	-11%	24%	?	-15%	-20%	-19%	1%	1
Cc1ccc(/C(N)=N/OC(=O)c2cccc(Cn3cc(C(F)(F)F)ccc3=O)c2)cc1	6%	-6%	-1%	3%	1%	-7%	26%	13%	-1
COc1ccc(C(C)=O)cc1CSc1nnc(-c2ccc(Cl)cc2)n1-c1ccccc1	-5%	-17%	-12%	18%	-17%	-1%	6%	-5%	-2
Cc1nnc(SCc2nc(N)nc(Nc3ccccc3)n2)s1	0%	-10%	0%	-1%	-13%	0%	23%	5%	-8
Cc1cc(C)n(CC(=O)c2ccc(Br)cc2)c(=O)c1C#N	8%	-3%	2%	0%	?	-3%	2%	6%	-1
Cc1cc(C)n(-c2nnc(C)n2NS(C)(=O)=O)n1	-6%	-7%	-3%	0%	8%	-9%	-9%	1%	-4
Cn1c(SCc2ccc(C#N)cc2)nnc1-c1ccccc1	12%	6%	19%	19%	-12%	-12%	0%	-5%	-6
O=C(OCCc1cc2ccccc2c(=O)o1)c1ccco1	-15%	5%	11%	/	/	1%	6%	2%	0
O=C(COc1coc(CN2CCc3ccccc3C2)cc1=O)Nc1ccc(F)cc1F	-6%	7%	5%	/	/	0%	-6%	4%	-7
COc1ccccc1N1CCN(C(=O)CCn2c(=O)[nH]c3ccsc3c2=O)CC1	0%	-9%	-2%	4%	-6%	-9%	-46%[56.9 µM]	-17%	-3
Cc1ccc(CN2C(=O)CCC2C(=O)NCC2CCCO2)cc1 (stereo not given)	5%	-4%	3%	4%	2%	7%	5%	2%	-2
O=C(CC1SC(=O)N(Cc2ccccc2Cl)C1=O)Nc1nccs1 (stereo not given)	0%	-7%	7%	17%	-8%	-10%	1%	-9%	-6

Two entries picked at random from those above:
SMILES	ALOX12 inh	POLK inh	APE1 inh	Pol beta inh	Apoferritin bind	POLH inh	RGS4 inhibitor	ERG Ets-DNA blk	LDHA inh
O=C(COc1coc(CN2CCc3ccccc3C2)cc1=O)Nc1ccc(F)cc1F	-6%	7%	5%	/	/	0%	-6%	4%	-7
Cc1c(Br)c(C(F)(F)F)nn1CC(=O)NCc1ccco1	?	-1%	-1%	4%	?	-2%	-40%	-2%	-1

(listing goes on)
SMILES	ALOX12 inh	POLK inh	APE1 inh	Pol beta inh	Apoferritin bind	POLH inh	RGS4 inhibitor	ERG Ets-DNA blk	LDHA inh
COc1ccccc1N1CCN(C(=O)/C=C/c2c(Cl)nc3ccccn23)CC1	3%	7%	-1%	-2%	-5%	-22%	-2%	2%	-3
O=C(c1cccn2c(=O)c3cc(Cl)ccc3nc12)N1CCN(Cc2ccc3c(c2)OCO3)CC1	-8%	-3%	3%	32%	8%	-13%	-18%	-3%	4
COCCCN1C(=O)c2ccc(C(=O)NCc3ccccn3)cc2C1=O	3%	-3%	23%	3%	-12%	-5%	32%	4%	-1
CCc1ccc(OCC(=O)NNC(=O)c2c(CC)noc2C)cc1	1%	-13%	2%	/	/	-11%	5%	-17%	-11
CN(Cc1ccc(Cl)cc1Cl)C(=O)CN1C(=O)NC2(CCCC2)C1=O	-9%	0%	46%	/	/	-16%	-17%	4%	1
C/C(N)=C(/C#N)C(=O)CSc1nnc(Cc2ccccc2F)n1N	0%&13%	-27%&-4%	1%	-15%	-15%	?	-6%&-8%	-2%&-2%	-5&-3
CC1CCN(C(=O)CSc2nnc(-c3ccncc3)n2C)CC1	19%	-11%	2%	-1%	-3%	-3%	-11%[11.4 µM]	-2%	-2
CCOC(=O)c1cc(COc2cc(Cl)cc(Cl)c2)on1	/	-7%	2%	-15%	-13%	-22%	-10%	-8%	-2
COc1ccc(C(=O)C2CCCN(Cc3cc(C)c(O)c(C)c3)C2)c(OC)c1 (stereo not given)	4%	0%	-10%	47%	-15%	-6%	11%	-6%	-7
O=C1CC(NS(=O)(=O)c2cccnc2)CN1c1ccc(Cl)cc1 (stereo not given)	-5%	-4%	15%	/	/	-7%	-19%	1%	-2
COc1ccc(-c2[nH]ncc2/C=N/NC(=O)c2cccc([N+](=O)[O-])c2)cc1OC	2%	-27%	0%	-21%	-20%	-22%	12%[11.4 µM]	5%	-3
COC(=O)C1CCN(C(=O)CN(C)Cc2ccc(C(C)(C)C)cc2)CC1	-16%	-12%	13%	26%	3%	-8%	15%	14%	0
COc1ccc(N2C(=O)C(Cl)=C(N3CCOCC3)C2=O)cc1	-19%	5%	11%	-1%	?	-12%	-28%	5%	-3
CCOC(OCC)P(=O)(C(C)C)C(C)C	0%	-6%	-1%	-7%	5%	-10%	-48%	10%	-1
CC(C)N(C(=O)CN1CCC(c2nc3ccccc3[nH]2)CC1)C(C)C	12%	-2%	4%	1%	-4%	-2%	21%	2%	-1
CC(C)CNS(=O)(=O)c1ccc(OCC(=O)Nc2ccc(F)cc2F)cc1	16%	-1%	15%	8%	6%	-11%	17%	-2%	-1
CC(=O)Nc1ccc(S(=O)(=O)NCc2csc(C)n2)cc1	1%	-2%	-3%	20%	-10%	3%	2%	/	-10
CCC(Sc1nc2ccsc2c(=O)n1-c1ccc(Cl)c(C)c1)C(=O)NCc1ccco1 (stereo not given)	-13%	-13%	-4%	-28%	-19%	-13%	-45%	-6%	-5
O=C(CCN1C(=O)c2ccccc2C1=O)C1=NN[C@@H]2C(=O)N(c3cccc(F)c3)C(=O)[C@H]12	-17%	-6%	-5%	32%	2%	-5%	-9%	1%	-1
COc1cccc(CNC(=O)C(C)n2nc(C)n3c(cc4occc43)c2=O)c1 (stereo not given)	2%	0%	?	4%	-9%	-14%	12%[11.4 µM]	3%	-3
CCCC(=O)Nc1ccc2c(c1)nc1n2CCN(CCOC)C1	?	-16%	-7%	9%	6%	5%	1%	14%	6
Cc1ccc(CCNC(=O)C23CN(Cc4ccccc4)CC2C(c2ccc([N+](=O)[O-])cc2)=NO3)cc1 (stereo not given)	?	-5%	-6%	16%	?	-7%	-23%	9%	-5
O=C(O)c1ccc(Nc2c3ccccc3nc3ccccc23)cc1	?	-14%	-13%	-2%	155%[activator]	-10%	-25%	5%	5
CCN(CC)CCCn1c(C)cc2c(c1=O)C(c1ccc(OC)c(OC)c1OC)C(C#N)=C(N)O2 (stereo not given)	6%&5%	6%	?	3%	-6%	9%	3%	-8%	5&0
O=C(N/N=C/c1ccccc1)c1ccc(N2CCCC2=O)cc1	18%	4%	/	/	/	-2%	-39%	1%	1
Cc1ccc(CCNS(=O)(=O)c2ccc3c(c2)C(C(C)C)C(=O)N3)cc1 (stereo not given)	-11%	-7%	/	2%	28%	-12%	-49%	5%	5
